Casp6 inh – human caspase-6 inhibitors, primary screen, biochemical, VEID-R110 fluorescence, single point, set 2; P55212; purified caspase-6, Z-VEID-R110 cleavage fluorescence; inhibition, % at 12.5 µM; actives 0.53% (n = 350,000);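 active = mean inhibition across replicates at least about 35%, with every replicate also reaching that limit, limit read from the data; inconclusive = only one of the two criteria met; inactive = neither criterion met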;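 note: 0% = median of neutral control wells and 100% = no fluorescence left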
Target sequence (P55212 24-179 limits assumed): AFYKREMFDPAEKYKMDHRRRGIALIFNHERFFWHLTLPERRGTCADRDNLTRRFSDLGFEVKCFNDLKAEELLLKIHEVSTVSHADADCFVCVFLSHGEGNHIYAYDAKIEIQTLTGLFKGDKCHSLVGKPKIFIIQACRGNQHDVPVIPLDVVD
Target sequence (P55212 194-293 limits assumed): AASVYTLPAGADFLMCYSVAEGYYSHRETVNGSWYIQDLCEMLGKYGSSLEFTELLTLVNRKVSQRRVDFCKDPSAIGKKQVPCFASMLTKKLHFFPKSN
E-sel inducer – E-selectin induction in HUVECs, primary screen, imaging, HUVEC, immunofluorescence imaging, single point. P16581. normalized: neutral wells 0, TNF-alpha wells 100. activation, % at 7.58 µM. actives 0.37% (n = 260,000);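 active = mean E-selectin-positive cell signal at least 10% of the positive control, reached in at least 60% of replicates, without over 20% cell loss; inconclusive = no rule given, readout overlaps actives, possibly toxicity-flagged; inactive = the rest, including those meeting only one limit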;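 note: in these data hits start at about 27%; measured in HUVEC primary endothelial cells; signal is the percent of cells scored E-selectin positive by PE staining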
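material = human umbilical vein endothelial cells (HUVEC), E-selectin induction | quantity = 3,000 cells/well | medium = EGM-2 growth medium on 0.1% gelatin-coated wells | technique = immunofluorescence imaging | read-out basis = % PE-positive cells | control set = TNF-alpha positive control, DMSO neutral control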
RAD52 inh – RAD52 DNA annealing inhibitors, primary screen, biochemical, FRET, single point, set 2; DNA repair protein RAD52 homolog (Homo sapiens), P43351; recombinant RAD52 DNA annealing, FRET fluorescence; inhibition, % at 18.7 µM; actives 0.46% (n = 360,000); AID 651710, 2012;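 active = every replicate showing at least 50% inhibition; inconclusive = mean inhibition at least 50% but not in every replicate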
ERp5 block – inhibitors of ERp5-driven insulin aggregation, primary screen, biochemical, turbidity, absorbance 650 nm, single point | 90 min | actives 0.05% (n = 350,000) | AID 651711, 2012 | inhibition, % at 9.99 µM | Protein disulfide-isomerase A6 (Homo sapiens), Q15084;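 active = mean replicate inhibition above about 25%, with every replicate also reaching it, limit read from the data, passing the limit was not always enough; inconclusive = only one of those two criteria met; inactive = neither criterion met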
Target sequence (Q15084 whole entry, looked up): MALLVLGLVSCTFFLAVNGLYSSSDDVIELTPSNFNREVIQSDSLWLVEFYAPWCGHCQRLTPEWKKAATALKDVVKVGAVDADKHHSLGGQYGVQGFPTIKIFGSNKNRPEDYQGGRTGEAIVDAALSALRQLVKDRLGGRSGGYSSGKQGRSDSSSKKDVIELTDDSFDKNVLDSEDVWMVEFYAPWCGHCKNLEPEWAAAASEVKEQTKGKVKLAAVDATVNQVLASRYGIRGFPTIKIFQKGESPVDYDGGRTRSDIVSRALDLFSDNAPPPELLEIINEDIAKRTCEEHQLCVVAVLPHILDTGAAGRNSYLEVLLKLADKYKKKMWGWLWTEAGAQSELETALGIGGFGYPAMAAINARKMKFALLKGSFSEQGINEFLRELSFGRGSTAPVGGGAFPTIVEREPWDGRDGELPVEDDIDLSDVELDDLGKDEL
RAD54 inh – inhibitors of human RAD54 branch migration, primary screen, biochemical, fluorescence, single point; RAD54 Holliday junction branch migration, FAM/BHQ fluorescence; inhibition, % at 10.4 µM; actives 0.14% (n = 360,000);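 active = mean normalized replicate activity at least 40 and at least half of replicates scoring 40 or more; inconclusive = only one of the two criteria met; inactive = mean below 40 and under half of replicates reaching 40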;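 note: 0% = median of neutral control wells and 100% = median of positive control wells; inhibitors cause a drop in the FAM fluorescence signal; in these data hits start at about 50%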
ARNT-TACC3 inh – disruptors of ARNT/TACC3 protein interaction, primary screen, biochemical, AlphaScreen, single concentration; AlphaScreen His-ARNT PAS-B/GST-TACC3 binding, luminescence; TACC3 fragment carries E629A point mutation; inhibition, % at 9.99 µM; actives 0.66% (n = 390,000);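 active = mean inhibition of replicates at least 50% and at least half of replicates each reaching 50%; inconclusive = half or more replicates reach 50% but mean below 50%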;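 note: 0% = complete ARNT plus TACC3 wells and 100% = ARNT alone without TACC3; many hits fall short of the cut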
PglD inh – C. jejuni PglD acetyltransferase inhibitors, primary screen, biochemical, DTNB colorimetric, single point; actives 0.098% (n = 360,000); UDP-N-acetylbacillosamine N-acetyltransferase PglD (Campylobacter jejuni); purified PglD enzyme, DTNB colorimetric CoA detection; inhibition, % at 12.5 µM; in the data active = inhibition above about 16%, passing the limit was not always enough; inconclusive = no clear call, values can overlap the other calls; note: strong numbers were not always called active
esBAF inh – Bmi1 luciferase reporter increase in mESCs, primary screen, esBAF inhibitor project, mouse ES cells, Bmi1 luciferase knock-in, single point; 24 h; 100% = twice the neutral-well signal; reporter increase, % at 12.5 µM; actives 2% (n = 350,000); in the data active = activation above about 40%; inconclusive = no clear call, values can overlap the other calls;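 note: 0% = median of the plate's neutral control wells and 100% = double that signal; a rise in the Bmi1 reporter signal indicates esBAF inhibition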
* hit, by the source's call; & = joins results of further samples.

Cc1cc(N2CCN(C)CC2)nc(N2CCOCC2)n1 was read as RAD54 inh 7, ARNT-TACC3 inh 1, PglD inh -2 and esBAF inh -5.
Screening N#Cc1nc(-c2ccccc2Cl)oc1NCc1ccco1 returned RAD54 inh 8, ARNT-TACC3 inh -1, PglD inh -3 and esBAF inh 9.
For O=C(Nc1ccc2c(c1)CCC2)c1c(F)cccc1Cl the results were Casp6 inh 0, RAD52 inh -6, ERp5 block 1 and ARNT-TACC3 inh -7.
For CCCc1cc2nnc(SCC(=O)N(C)C3CCCCC3)n2c(N)n1 the results were Casp6 inh -1, RAD52 inh -16, ERp5 block 1, RAD54 inh 2, ARNT-TACC3 inh -2, PglD inh 2 and esBAF inh -5.
For O=C(C[C@@H]1CC[C@@H](NC(=O)c2ccc3c(c2)OCO3)[C@@H](CO)O1)NC1Cc2ccccc2C1 the results were Casp6 inh 2, E-sel inducer 0.0, RAD52 inh -9, ERp5 block -3, RAD54 inh 4, ARNT-TACC3 inh 6, PglD inh 1 and esBAF inh 0.
Screening Cc1noc(C)c1NC(=O)N(C)C[C@@H]1OCCCC[C@H](C)Oc2ccc(NC(=O)c3ccncc3)cc2C(=O)N([C@@H](C)CO)C[C@@H]1C returned Casp6 inh 0, E-sel inducer -0.1, RAD52 inh -9, ERp5 block -3, RAD54 inh 2, ARNT-TACC3 inh -11, PglD inh 1 and esBAF inh -3.
Screening COC(=O)c1cc(OC)c(OC)cc1NC(=O)c1cc(C(C)(C)C)oc1C returned Casp6 inh 1, E-sel inducer 3.1, RAD52 inh -6, ERp5 block -2, ARNT-TACC3 inh -2 and esBAF inh 0.
`CCOc1ccccc1NC(=O)Cn1nnc(-c2ccc(OCC)c(OCC)c2)n1` gave Casp6 inh 1, RAD52 inh -11, ERp5 block -2, RAD54 inh -5, ARNT-TACC3 inh -2, PglD inh -5 and esBAF inh -2.
For COc1cccc(C(=O)Nc2cc(C(F)(F)F)ccc2Cl)c1 the results were Casp6 inh -2, RAD52 inh -5, ERp5 block 3, RAD54 inh -3, ARNT-TACC3 inh -2, PglD inh 1 and esBAF inh 2.
`O=C(Nc1ccc(F)cc1F)C1CCN(C(=O)c2ccc(Br)cc2)CC1` gave Casp6 inh 0, RAD52 inh 0, ERp5 block -5 and ARNT-TACC3 inh -4.
C[C@H](CO)N1C[C@H](C)[C@H](CN(C)Cc2ccccn2)Oc2cc(C3=CCCCC3)ccc2S1(=O)=O was read as Casp6 inh 1, E-sel inducer 1.2, RAD52 inh 15, ERp5 block 0, RAD54 inh -2, ARNT-TACC3 inh 1, PglD inh -1 and esBAF inh -1.
For CCCCCCn1c(CN2CCCCC2CC)nc2c1c(=O)n(C)c(=O)n2C (centres undefined) the results were Casp6 inh 0, E-sel inducer 2.8, RAD52 inh -13, ERp5 block -1, RAD54 inh -7, ARNT-TACC3 inh -2, PglD inh -2 and esBAF inh -9.
Cc1ccc(S(=O)(=O)N(C)C[C@@H]2Oc3cc(C4=CCCC4)ccc3S(=O)(=O)N([C@@H](C)CO)C[C@H]2C)cc1 was read as Casp6 inh 2, E-sel inducer 0.1, RAD52 inh -4, ERp5 block 7, RAD54 inh 3, ARNT-TACC3 inh 29, PglD inh 0 and esBAF inh 1.
`O=C(O)C1CC=CCC1C(=O)NC1CCCCC1` (centres undefined) gave Casp6 inh -3, E-sel inducer 0.4, RAD52 inh -7, ERp5 block -5, RAD54 inh -1, ARNT-TACC3 inh -5, PglD inh 2 and esBAF inh 0.
Screening CCSc1nnc(NC(=O)/C=C/c2ccco2)s1 returned Casp6 inh 6, RAD52 inh -39, ERp5 block -5 and ARNT-TACC3 inh 5.

2 records picked at random from the list so far:
Screening CCSc1nnc(NC(=O)/C=C/c2ccco2)s1 returned Casp6 inh 6, RAD52 inh -39, ERp5 block -5 and ARNT-TACC3 inh 5.
For CCCc1cc2nnc(SCC(=O)N(C)C3CCCCC3)n2c(N)n1 the results were Casp6 inh -1, RAD52 inh -16, ERp5 block 1, RAD54 inh 2, ARNT-TACC3 inh -2, PglD inh 2 and esBAF inh -5.

(continued)
`COC(=O)C[C@H]1CC[C@H]2[C@@H](COC[C@@H](O)CN2S(=O)(=O)c2cn(C)cn2)O1` gave Casp6 inh 3, E-sel inducer -0.1, RAD52 inh -4, ERp5 block 1, RAD54 inh -9, ARNT-TACC3 inh -2, PglD inh 2 and esBAF inh -6.
For OCCC1CN(Cc2cccc(-n3cccn3)c2)CCN1Cc1ccccc1 (centres undefined) the results were Casp6 inh 1, E-sel inducer 1.4, RAD52 inh -25, ERp5 block 2, RAD54 inh -1, ARNT-TACC3 inh -3, PglD inh -9 and esBAF inh 4.
For COc1ccc(N(CC(=O)NC2CCCCCCC2)S(=O)(=O)c2c(C)nn(C)c2C)cc1 the results were Casp6 inh -1, RAD52 inh -8, ERp5 block 7, RAD54 inh -7, ARNT-TACC3 inh 1, PglD inh 2 and esBAF inh 1.
O=C(NCC[C@@H]1CC[C@H](NC(=O)C2CC2)[C@@H](CO)O1)c1cc(Cl)cc(Cl)c1 was read as Casp6 inh 0, E-sel inducer 0.0, RAD52 inh -2, ERp5 block -1, RAD54 inh -10, ARNT-TACC3 inh -2, PglD inh 3 and esBAF inh -2.
`CN(C)C(=O)C(OC(=O)c1ccc2c(c1)CCCC2)c1ccccc1` (centres undefined) gave Casp6 inh -3, E-sel inducer -0.1, RAD52 inh -10, ERp5 block 1, RAD54 inh -7, ARNT-TACC3 inh -27, PglD inh -2 and esBAF inh -4.
Screening C[C@@H]1CN([C@@H](C)CO)C(=O)CCCn2nncc2CO[C@H]1CN(C)Cc1cccc(O)c1 returned Casp6 inh -6&-3&-2, E-sel inducer -2.4&0.0, RAD52 inh -13&4&8, ERp5 block 0&-4&-8, RAD54 inh -2&5&4, ARNT-TACC3 inh -2&-7, PglD inh 0&-3&5 and esBAF inh 5&1&-8.
Screening O=C(Nc1nc2ccccc2n1Cc1ccccc1)c1ccco1 returned RAD54 inh 2, ARNT-TACC3 inh -2, PglD inh 8 and esBAF inh 0.
For O=C(NCCCN1CCOCC1)c1ccc(N2CCCC2)c([N+](=O)[O-])c1 the results were Casp6 inh 0, RAD52 inh 2, ERp5 block 4 and ARNT-TACC3 inh 0.
For COc1ccc(CNC(=O)C[C@@H]2C[C@@H]3c4cc(NS(=O)(=O)c5ccc(F)cc5)ccc4O[C@@H]3[C@H](CO)O2)cc1 the results were Casp6 inh -4, E-sel inducer -0.4, RAD52 inh -5, ERp5 block -6, RAD54 inh 5, ARNT-TACC3 inh -4, PglD inh 1 and esBAF inh 5.
COc1ccc(NC(=S)N(CCN(C)C)Cc2cccs2)cc1 was read as Casp6 inh -1, E-sel inducer -0.1, RAD52 inh -26, ERp5 block -2, RAD54 inh -5, ARNT-TACC3 inh -11, PglD inh -1 and esBAF inh 0.
For CCc1ccc(OCc2ccc(C(=O)OC)o2)cc1 the results were Casp6 inh 2, RAD52 inh 2, ERp5 block -2, RAD54 inh -3, ARNT-TACC3 inh 4, PglD inh 5 and esBAF inh inconclusive.
Screening OCC1OC(Oc2c(Br)cc(Br)cc2Br)C(O)C(O)C1O (centres undefined) returned Casp6 inh -2, E-sel inducer -0.1, RAD52 inh -3, ERp5 block 13, RAD54 inh -7, ARNT-TACC3 inh -5, PglD inh -8 and esBAF inh -7.
CC(C)CC(CO)N1CCN(C(=O)c2cccc(C(F)(F)F)c2)CCC1=O (centres undefined) was read as Casp6 inh -1, RAD52 inh -8, ERp5 block 7, RAD54 inh 5, PglD inh -3 and esBAF inh -4.
CCOCCCNC(=O)c1ccc2c(c1)ncn2-c1ccc(C)cc1C was read as Casp6 inh -2, E-sel inducer -1.7, RAD52 inh -6, ERp5 block 1, RAD54 inh 6, ARNT-TACC3 inh -2, PglD inh 1 and esBAF inh 0.
Cc1ccc(/C=C/C(=O)OCC(=O)N2CC(=O)Nc3ccccc32)o1 was read as Casp6 inh 4, RAD52 inh -12, ERp5 block 0, ARNT-TACC3 inh 2 and esBAF inh -7.
CCOC(=O)c1c(NC(=O)CC2SC(=NC)N(C)C2=O)sc(C)c1C (centres undefined) was read as E-sel inducer 5.6, RAD54 inh -10, ARNT-TACC3 inh -5 and esBAF inh 1.
Screening O=C(O)c1c2cc(Br)ccc2nc2[nH]c(=O)[nH]c(=O)c12 returned Casp6 inh 4, E-sel inducer 0.5, RAD52 inh -13, ERp5 block -5, RAD54 inh -6, ARNT-TACC3 inh -7, PglD inh -1 and esBAF inh -8.
`COC(CNC(=O)CN1CCN(Cc2ccccc2F)C1=O)OC` gave Casp6 inh -2, E-sel inducer 0.2, RAD52 inh -9, ERp5 block 2, RAD54 inh -8, ARNT-TACC3 inh 18, PglD inh -1 and esBAF inh 5.
For C[C@@H]1CCCCO[C@H](CN(C)Cc2ccc(C(F)(F)F)cc2)[C@H](C)CN([C@@H](C)CO)C(=O)c2cc(NC(=O)Nc3ccccc3)ccc2O1 the results were E-sel inducer -0.1, RAD54 inh -3, ARNT-TACC3 inh -8, PglD inh -3 and esBAF inh -9.
Screening O=C(COc1ccc(S(=O)(=O)N2CCOCC2)cc1)NC1CCCC1 returned RAD54 inh -8, ARNT-TACC3 inh 3, PglD inh 0 and esBAF inh -6.
Screening O=C(NCCc1ccccn1)C1CCCN1S(=O)(=O)c1ccc(Cl)cc1 (centres undefined) returned RAD52 inh -19, ERp5 block 1, RAD54 inh 2, ARNT-TACC3 inh 0, PglD inh 5 and esBAF inh 2.
O=C(CSC1=NC2(CCCCCC2)N=C1c1ccccc1)Nc1ccc2c(c1)OCCO2 was read as Casp6 inh -4, E-sel inducer 0.2, RAD52 inh -9, ERp5 block 2, RAD54 inh 1, PglD inh 0 and esBAF inh -2.
For Cc1ccc2nc(-c3ccccc3)cc(C(=O)Nc3cccnc3)c2c1 the results were Casp6 inh -1, E-sel inducer -0.3, RAD52 inh -13, ERp5 block 4, RAD54 inh 5, ARNT-TACC3 inh -8, PglD inh -1 and esBAF inh 3.
COc1ccc(-c2cn(CC[C@H]3CC[C@H](NC(=O)Nc4ccc(F)cc4)[C@@H](CO)O3)nn2)cc1 was read as Casp6 inh 1, E-sel inducer -0.5, RAD52 inh -8 and ERp5 block 2.
For Cc1cc(C)n(Cc2ccccc2)c(=O)c1S(=O)(=O)c1ccccc1 the results were RAD54 inh -2, ARNT-TACC3 inh -6, PglD inh 1 and esBAF inh 0.
Screening C[C@H](CO)N1C[C@H](C)[C@H](CN(C)C(=O)Nc2ccc(F)cc2)Oc2c(NC(=O)c3cnccn3)cccc2C1=O returned Casp6 inh -2, E-sel inducer 0.9, RAD52 inh 10, ERp5 block 2, RAD54 inh -16, ARNT-TACC3 inh 11, PglD inh 1 and esBAF inh 3.
CC(C)/C=C/C(=O)N1CCC(N2CCC(C(=O)NCC3CCCO3)CC2)CC1 (centres undefined) was read as Casp6 inh -6, E-sel inducer -0.1, RAD52 inh -22, ERp5 block 1, RAD54 inh -4, PglD inh 2 and esBAF inh -6.

Screening results as filed in PubChem.
